Assay outcomes (PubChem BioAssay)
OPRM1-OPRD1 ag = agonists of OPRM1-OPRD1 heterodimerization, primary screen, cell-based, luminescence; hit rate 0.3% among 340,000; AID 504326, 2011; activation, % at 9.3 µM; cells; Mu-type opioid receptor (Homo sapiens) + Delta-type opioid receptor (Homo sapiens), …; in the data active = activation above about 18%;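 also: 0% = vehicle-treated cells and 100% = reference agonist; values of inactives mirror those of a sister screen read the other way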
Wnt act = Wnt/beta-catenin pathway activators, primary screen, cell-based, plate reader, single point; Wnt/beta-catenin reporter cell assay, activator; activation, % at 9.35 µM; hit rate 1.2% among 300,000; AID 743398, 2014; in the data active = activation above about 30%, passing the limit was not always enough;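 also: 0% = neutral control wells and 100% = positive control wells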
Arrestin-AP2 inh = inhibitors of beta-arrestin/AP2 binding, primary screen, biochemical, GPCR trafficking, flow cytometry; beta-arrestin 1 C-terminal peptide binding to AP2 beta2-adaptin appendage (human); FITC-arrestin peptide / GST-AP2 beads; AP2 beta2 appendage carries R879A mutation; inhibition, % at 10 µM; hit rate 0.31% among 340,000; AID 504490, 2011;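 active = inhibition above a set limit, near 3 SD of compounds lacking own fluorescence, cut at about 54% in these data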;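 also: plate controls were DMSO wells for no effect and 5 µM unlabelled arrestin peptide for full effect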
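Material – GST-tagged AP2 beta2-adaptin appendage (R879A) on 4 µm glutathione beads · Probe or stimulus – fluorescein-tagged arrestin peptide at 50 nM final · Timing – 12 min plus 1 h, RT · Detection – bead flow cytometry, FITC channel · Read-out basis – inhibition as reduced fluorescein signal on beads, percent · Medium – PBS plus Tween 20 (0.05%) and BSA (0.1%)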
Cardiac RTF inh = cardiac RTF calcium sensitivity inhibitors, primary screen, biochemical, IANBD-TnC fluorescence, EC70 calcium; Troponin I, cardiac muscle (Homo sapiens) + Troponin T, cardiac muscle (Homo sapiens) + …; IANBD-labeled cardiac RTF, Ca2+ fluorescence; inhibition, % at 7.15 µM; hit rate 0.12% among 340,000; AID 493244, 2011;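 active = inhibition above the mean inhibition of all tested compounds plus 3 SD, cut at about 17% in these data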;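 also: assay run at fixed EC70 calcium of 1.6 mM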
Keap1-Nrf2 PPI = Keap1-Nrf2 protein-protein interaction inhibitors, primary screen, biochemical, fluorescence polarization, single point. inhibition, % at 9.4 µM. Keap1 Kelch-Nrf2 peptide fluorescence polarization, 1536-well. hit rate 0.15% among 340,000; in the data active = inhibition above about 12%;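 also: human Keap1 Kelch domain with fluorescein labeled Nrf2 9mer peptide probe; 0% = neutral control wells and 100% = peptide positive control; higher means more block of Keap1 binding to Nrf2 peptide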
C-LANA FP = inhibitors of KSHV C-LANA binding to DNA, primary screen, biochemical, fluorescence polarization, FAM-LBS DNA, MBP-C-LANA, single point; Kaposi's sarcoma herpesvirus LANA C-terminal domain (residues 932-1162) DNA binding; inhibition, % at 9 µM; hit rate 0.078% among 340,000;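 active = highest replicate inhibition at or above 60% at 9 µM, even if other replicates fall short; inactive = all replicates below 60% inhibition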;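 also: 0% = neutral control wells and 100% = 4 µM acridine orange control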
MOR-DOR inv ag = inverse agonists of MOR-DOR heterodimerization, primary screen, cell-based, luminescence. inhibition, % at 9.3 µM. cell-based MOR-DOR heterodimer luminescence, inverse agonism. hit rate 0.21% among 340,000; in the data active = inhibition above about 22%, passing the limit was not always enough;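 also: 0% = cells with DMSO and 100% = wells without cells with DMSO; values of inactives mirror those of a sister screen read the other way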
RTF Ca sens act = cardiac RTF calcium sensitivity activators, primary screen, biochemical, IANBD-TnC fluorescence, EC20 calcium; AID 493008, 2010; Troponin I, cardiac muscle (Homo sapiens) + Troponin T, cardiac muscle (Homo sapiens) + …; activation, % at 7.2 µM; hit rate 0.24% among 340,000; IANBD-labeled TnC RTF fluorescence at EC20 calcium; 0% EC20 calcium, 100% full calcium;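 active = activation above the mean over all tested compounds plus 3 SD, cut at about 30% in these data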;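 also: rise in fluorescence read as greater calcium sensitivity of cardiac thin filaments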
DSG3 Ab inh = inhibitors of pemphigus antibody binding to DSG3, primary screen, biochemical, bead-based, flow cytometry, scFv-GFP. DSG3-coupled beads, scFv-anti-DSG3-GFP binding; stronger effect = lower value. binding (percent of control), % at 10 µM. hit rate 0.48% among 310,000;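 active = binding more than 3 SD below its plate's average and above zero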; also: some compounds called inactive have numbers as strong as hits
Target sequence (P32926 whole entry, looked up): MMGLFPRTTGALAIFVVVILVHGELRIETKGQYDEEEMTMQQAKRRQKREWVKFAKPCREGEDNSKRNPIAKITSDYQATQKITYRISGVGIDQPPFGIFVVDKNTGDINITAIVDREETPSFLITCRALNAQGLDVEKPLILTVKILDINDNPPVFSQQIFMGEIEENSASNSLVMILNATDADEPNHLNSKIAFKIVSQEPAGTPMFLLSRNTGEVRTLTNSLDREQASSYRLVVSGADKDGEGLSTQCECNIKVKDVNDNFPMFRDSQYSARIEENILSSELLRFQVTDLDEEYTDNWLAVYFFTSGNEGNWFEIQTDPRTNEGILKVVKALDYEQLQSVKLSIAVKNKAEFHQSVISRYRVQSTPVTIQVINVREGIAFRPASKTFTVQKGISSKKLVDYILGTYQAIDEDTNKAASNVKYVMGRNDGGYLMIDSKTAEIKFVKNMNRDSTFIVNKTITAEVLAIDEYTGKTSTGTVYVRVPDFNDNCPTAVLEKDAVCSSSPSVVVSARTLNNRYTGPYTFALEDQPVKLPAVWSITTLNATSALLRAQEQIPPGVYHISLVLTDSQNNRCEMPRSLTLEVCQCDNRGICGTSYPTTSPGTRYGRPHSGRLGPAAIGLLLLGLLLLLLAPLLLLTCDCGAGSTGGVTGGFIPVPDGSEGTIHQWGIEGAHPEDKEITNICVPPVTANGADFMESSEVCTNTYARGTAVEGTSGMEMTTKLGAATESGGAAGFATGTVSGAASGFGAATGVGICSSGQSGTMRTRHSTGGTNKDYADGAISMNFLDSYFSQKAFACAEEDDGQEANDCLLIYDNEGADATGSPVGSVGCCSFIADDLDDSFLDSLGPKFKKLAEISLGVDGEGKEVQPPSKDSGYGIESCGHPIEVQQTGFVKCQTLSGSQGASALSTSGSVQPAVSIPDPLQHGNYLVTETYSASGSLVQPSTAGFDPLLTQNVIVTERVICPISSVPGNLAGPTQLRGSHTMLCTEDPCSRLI
V-ATPase pH = regulators of yeast V-ATPase proton pumping, primary screen, pHLuorin cytosolic pH fluorescence; hit rate 0.37% among 350,000; S. cerevisiae; response, % at 10 µM; AID 504577, 2011; in the data active = response mostly above about 7.3%, no sharp cut-off; inactive = mostly below about 5.4%; also: actives read high; inactives centre near 0; some compounds called inactive have numbers as strong as hits; reference of the scale not given here
* = called active by the depositor; . = no result given.

mol,OPRM1-OPRD1 ag,Wnt act,Arrestin-AP2 inh,Cardiac RTF inh,Keap1-Nrf2 PPI,C-LANA FP,MOR-DOR inv ag,RTF Ca sens act,DSG3 Ab inh,V-ATPase pH
CC(C)N1CCN(Cc2cccn2-c2cccnc2)CC1CCO (stereo not drawn),-0.1,-3.9,31.1,5.2,-4.2,-0.4,0.7,-4.6,93.4,1.4
O=C1C2CCCN2C(c2ccccc2F)N1c1cccc(Cl)c1 (stereo not drawn),-0.9,-2.7,12.1,-0.7,-2.0,1.3,4.3,0.0,108.2,-0.4
CN(C)C(=O)c1cc([N+](=O)[O-])ccc1O,-3.2,-0.5,6.8,1.2,-4.0,-3.8,17.0,2.3,99.7,-1.5
CCOC(=O)c1c(NC(=O)CSc2nccn2C)sc(C(=O)NC)c1C,-1.5,-2.2,29.8,-4.1,3.0,0.2,9.6,1.8,102.0,7.6
Cc1oc2ccccc2c1-c1cn2c(n1)SCC2,-2.4,.,3.0,-2.1,1.4,-1.6,12.9,3.9,95.9,3.1
COC(=O)c1c(C(=O)OC)c(-c2ccc(Cl)c(Cl)c2)n2c1CCC2,-0.1,1.7,1.8,7.1,-7.4,-0.6,0.6,0.4,99.3,-0.8
CCCCC(NC(=O)c1ccc(Cl)cc1)C(=O)O (stereo not drawn),1.3,.,3.6,-8.1,-0.7,-2.4,-7.4,1.5,103.2,9.9
Cn1c(SCC(=O)NC2CCCC2)nnc1-c1ccc(S(=O)(=O)N2CCOCC2)cc1,-2.5,.,-8.3,0.5,-6.4,0.1,12.2,-1.4,102.0,6.8
COC(=O)c1ccc(/C=N/Nc2nc(-c3ccccc3)cs2)cc1,0.3,-3.9,7.7,-4.0,1.7,2.0,-1.5,-3.4,110.4,-1.3
O=C(NCCN1CCOCC1)c1c(O)nc2ccccn2c1=O,0.6,0.2,-1.4,-1.3,-1.5,0.5,-3.1,-7.8,99.9,5.0
Cc1cc(=O)n(C(C)c2ccccc2)n1C(C)c1ccccc1 (stereo not drawn),-4.6,-3.5,30.2,0.9,4.2,9.0,20.0,0.1,99.8,-2.6
N#Cc1c2c(c(Nc3ccc(F)cc3)n3c1nc1ccccc13)CCCC2,2.8,-5.7,-4.1,-5.9,-2.4,0.1,-14.3,1.7,184.7,3.8
COc1ccc(CNc2nc(SCC(=O)NCc3ccco3)nc3ccccc23)cc1,-1.9,-2.4,-0.2,-5.9,-4.8,-1.6,9.9,-4.2,100.5,-4.7
COc1ccc(NC(=O)c2c(C)cc(=O)oc2C)c(OC)c1,1.1,.,8.4,-14.1,-1.4,1.4,-6.3,3.1,103.2,-2.6
CC(NC(=O)C1CCC(C)(C(=O)O)C1(C)C)c1ccccc1 (stereo not drawn),-1.2,1.0,18.9,-1.6,-4.4,-2.5,5.9,-5.0,90.9,0.3
COc1ccccc1CNS(=O)(=O)CCNC(=O)c1ccccc1,-0.9,-0.9,12.5,0.5,1.2,-1.6,5.7,-1.5,104.7,-1.9
CNC(=O)COC(=O)c1ccc(Cl)c(S(N)(=O)=O)c1,-2.0,4.3,2.1,-12.9,-1.1,0.9,10.1,-1.7,122.5,-0.9
Fc1ccccc1CNc1ccc(Cl)cc1,5.2,-0.8,20.4,7.7,1.7,0.2,-29.8,3.6,102.7,-1.9
Cc1ccc(S(=O)(=O)N2CCOCC2)cc1NC(=O)COC(=O)c1cncc(Br)c1,-0.1,9.4,42.9,-2.5,-2.5,1.3,0.6,-3.4,98.1,2.0
S=C(NCCCN1CCOCC1)N1CCN(c2ccccc2)CC1,-3.6,-0.7,-3.0,1.1,-1.0,2.4,17.1,-4.9,99.4,-1.1
Cc1cccc(N(C(=O)CCC(=O)Nc2cc(C)on2)C(C(=O)NC2CCCC2)c2ccc(C)o2)c1 (stereo not drawn),-0.6,16.9,5.3,3.2,-1.5,0.9,3.1,-2.6,96.8,-4.8
O=C(c1cc(=O)c2ccccc2o1)N(Cc1ccccc1)C1CCS(=O)(=O)C1 (stereo not drawn),-2.8,-0.8,18.8,1.3,-4.6,0.0,14.2,-1.0,98.3,4.8
CC(C)CC(c1nnnn1CC1CCCO1)N1CCN(Cc2ccc3c(c2)OCO3)CC1 (stereo not drawn),2.7,-0.6,-1.9,-6.1,0.1,-2.2,-11.3,0.4,.,1.4
COc1ccc(NC(=O)CCS(=O)(=O)c2cccc3nonc23)cc1Cl,-0.5,0.2,6.5,-1.8,4.1,0.3,3.5,-3.9,.,2.9
CCCN(C(=O)COC(=O)CCOc1ccc(C)cc1)c1c(N)n(Cc2ccccc2)c(=O)[nH]c1=O,-0.6,-4.2,-15.2,-3.6,-2.6,0.8,4.0,-8.7,104.2,-2.0
O=C(OCc1ccc(Cl)c(Cl)c1)c1ccccn1,-0.9,.,-1.1,0.2,-3.0,-0.1,4.9,-0.4,97.7,-7.8
O=CNc1ccccc1,-2.4,-1.2,3.5,-0.9,-1.9,0.7,12.7,-3.1,99.4,0.8
CC12CCC3c4ccc(OCC(=O)O)cc4CCC3C1CCC2=O (stereo not drawn),-3.0,-0.8,-7.8,-0.7,0.6,2.0,15.6,-5.4,91.2,2.4
FC(F)(F)c1cc(NCc2cccs2)n2ncnc2n1,-1.7,3.5,9.5,-4.3,8.0,2.0,9.4,5.0,96.5,4.6
Cc1nn(Cc2ccc(F)cc2Cl)c(C)c1[N+](=O)[O-],1.3,-1.3,0.4,1.1,-2.8,-0.1,-6.6,5.8,106.8,-2.3
CCc1ccccc1NC(=O)CSc1ccsc1[N+](=O)[O-],-1.7,-3.2,30.9,-2.3,-0.1,-0.2,10.4,1.8,103.5,-4.6
O=C1c2cccc3c([N+](=O)[O-])ccc(c23)C(=O)N1c1ccccn1,2.1,-21.7,20.9,4.0,-2.3,0.8,-11.3,-1.8,90.1,-28.1
COc1ccc(-c2nnn(CC(=O)N(CC(=O)NC3CCCC3)c3ccccc3F)n2)cc1OC,0.4,4.3,2.6,-15.1,0.1,2.2,-3.1,-0.8,121.5,4.4
O=C(CSc1nc2ccccc2c(=O)n1-c1ccccc1F)Nc1ccc2c(c1)CCC2,-0.6,1.0,5.1,-6.7,2.5,0.8,3.8,1.8,84.9,0.9
CCC(c1nnnn1CCOC)N1CCN(Cc2ccccc2OC)CC1 (stereo not drawn),-1.7,.,-6.8,-5.3,0.4,-1.0,7.7,-3.1,100.9,-2.9
C=CCc1ccc(O)c(-c2ccc(O)c(CC=C)c2)c1,11.3,-0.8,-0.8,-1.4,-1.8,0.4,-62.4,0.5,98.8,0.2
O=C(Nc1ccccc1)C1=C[C@@H](c2ccc3c(c2)OCO3)C[C@@H](OCCCCO)O1,-1.3,22.4,0.1,0.2,-3.0,2.0,5.9,-4.3,100.8,1.9
CC1CCC(NC(=O)CN2C(=O)NC3(CCCCCC3)C2=O)CC1 (stereo not drawn),0.3,-0.7,-8.4,0.0,-4.9,-0.1,-1.4,8.0,88.5,-0.1
CC(C)CN(C(=O)CCC(=O)OCC(=O)c1ccc(F)c(F)c1)c1c(N)n(CC(C)C)c(=O)[nH]c1=O,-3.9,-1.2,-6.8,-5.4,0.1,-0.5,15.8,-4.9,103.6,-1.1
O=C(NCCCc1ccccc1)c1cc([N+](=O)[O-])ccc1Cl,0.4,-2.5,6.0,-2.5,-5.3,-1.1,-2.5,1.4,89.4,-3.0
COc1ccc(-c2nnc(SCC(=O)O)n2Cc2ccccc2)cc1,-1.1,0.0,0.7,-2.3,1.0,-3.5,4.9,2.8,99.1,-4.1
C=CCNc1cnn(-c2ccc(C)cc2)c(=O)c1Cl,-3.1,-1.4,-6.8,-0.5,2.4,-0.8,12.9,-1.4,.,-6.2
Cc1cc(C)cc(-n2cccc2/C=C2/C(=N)N3C(=NC2=O)SN=C3S(C)(=O)=O)c1,-0.6,-0.4,-4.9,-2.6,-3.7,-3.0,4.0,-2.5,85.7,1.2
O=C(NNC1=C(C(=O)C(F)(F)F)CCC1)c1ccccc1Cl,-0.6,.,5.9,-8.9,2.3,0.5,3.4,-0.6,108.4,3.2
Cc1cccc(OCc2nnc(SCC(=O)Nc3cccc(C(=O)N4CCOCC4)c3)n2C)c1,1.7,-34.5,7.7,6.3,-0.9,1.2,-12.0,-8.5,100.2,.
CN(C)/C=N/C(=S)Nc1ccccc1F,-2.1,0.5,-11.3,-9.3,-3.7,0.9,11.9,8.2,.,0.6
COc1ccc(C(=O)NCc2nnc(SCC(=O)N3CCc4ccccc43)o2)cc1OC,-1.6,.,4.7,11.4,-7.9,0.7,9.8,12.7,.,3.5
CC(NC(=O)Nc1ccc(Cl)cc1)C1CCCO1 (stereo not drawn),0.4,20.2,16.4,-1.1,-2.4,0.9,-2.4,-6.4,84.7,-1.4
CCCn1c(SCC(=O)NC2CCCC2)nc2c1c(=O)n(C)c(=O)n2C,-1.9,-1.4,10.5,-4.2,0.1,-0.8,13.2,1.0,101.6,-3.2
COc1ccc(Cl)cc1NC(=O)CC1S/C(=N/N=C2CCCCCC2)NC1=O (stereo not drawn),2.3,-2.2,8.7,3.7,1.8,-0.8,-9.3,0.9,102.6,0.6
CC(=O)C[C@@H](O)CC(=O)[C@@H]1OC(=O)CCCCCCCCc2ccccc21,-0.4,-1.8,-1.5,-0.3,-1.3,0.3,2.0,0.0,.,0.8
OCC1OC(n2cnc3c(NC4CCCCC4)ncnc32)C(O)C1O (stereo not drawn),1.9,-0.9,1.1,-4.3,-2.8,2.3,-9.6,6.1,103.3,-3.4

One compound at a time (already shown):
Results for `COc1ccc(-c2nnc(SCC(=O)O)n2Cc2ccccc2)cc1` → OPRM1-OPRD1 ag: -1.1; Wnt act: 0.0; Arrestin-AP2 inh: 0.7; Cardiac RTF inh: -2.3; Keap1-Nrf2 PPI: 1.0; C-LANA FP: -3.5; MOR-DOR inv ag: 4.9; RTF Ca sens act: 2.8; DSG3 Ab inh: 99.1; V-ATPase pH: -4.1
Results for `O=C(NCCCc1ccccc1)c1cc([N+](=O)[O-])ccc1Cl` → OPRM1-OPRD1 ag: 0.4; Wnt act: -2.5; Arrestin-AP2 inh: 6.0; Cardiac RTF inh: -2.5; Keap1-Nrf2 PPI: -5.3; C-LANA FP: -1.1; MOR-DOR inv ag: -2.5; RTF Ca sens act: 1.4; DSG3 Ab inh: 89.4; V-ATPase pH: -3.0

Look-ups from the list:
C-LANA FP with `C=CCNc1cnn(-c2ccc(C)cc2)c(=O)c1Cl` reads -0.8
V-ATPase pH with `COc1ccc(-c2nnn(CC(=O)N(CC(=O)NC3CCCC3)c3ccccc3F)n2)cc1OC` reads 4.4
